Bioassay records deposited in PubChem BioAssay by National Center for Advancing Translational Sciences (NCATS).
GLP-1R inv ag: GLP-1 receptor (human) inverse agonism | AID 624417 | P43220 | Potency, µM (highest dose often 38.3 µM), for the others: at the highest dose activity change, negative = inhibition, hits mostly inhibitors | HEK293 GLP-1R CRE-luciferase, luminescence, 24 h; GLP-1R form is constitutively active | actives 1.6% (n = 410,000); further: on the % scale 0 is the no-effect control and ±100 the full control effect; nearly all actives have a fitted effect of over 55% in size
Target sequence (P43220 whole entry, looked up): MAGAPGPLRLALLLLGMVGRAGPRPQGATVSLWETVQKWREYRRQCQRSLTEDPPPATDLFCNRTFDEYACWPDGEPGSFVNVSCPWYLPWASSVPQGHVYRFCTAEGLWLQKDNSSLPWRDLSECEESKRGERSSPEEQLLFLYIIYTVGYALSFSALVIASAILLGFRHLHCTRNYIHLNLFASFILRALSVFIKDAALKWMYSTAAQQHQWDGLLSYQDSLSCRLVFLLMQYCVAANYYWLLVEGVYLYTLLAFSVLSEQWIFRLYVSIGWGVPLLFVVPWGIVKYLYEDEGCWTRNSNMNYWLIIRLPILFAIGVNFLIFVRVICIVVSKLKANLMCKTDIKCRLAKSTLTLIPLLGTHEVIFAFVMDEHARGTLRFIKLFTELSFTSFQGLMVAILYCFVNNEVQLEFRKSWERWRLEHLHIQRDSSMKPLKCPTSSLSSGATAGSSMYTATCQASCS
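HEK293 cells stably co-expressing a cAMP-responsive luciferase reporter and constitutively active GLP-1R were seeded, incubated 12 h, then exposed to compounds for 24 h at 37 C. Luminescence was read 12 min after detection reagent; inverse agonists lower signal.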
TDP43 rescue: inhibitors of TDP-43 toxicity in yeast; TDP-43 expressing yeast growth rescue, BacTiter-Glo, 24 h; Potency, µM (top dose mostly 46.1 µM), without a hit: top-dose growth rescue (activation), most hits filed as activators; actives 1.8% (n = 410,000); further: % of control where 0% means no effect; nearly all actives have a fitted effect of over 50% in size
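Yeast expressing TDP-43 (pregrown in raffinose, seeded at OD600=0.02 in galactose medium) exposed to compounds 24 hr at 30 deg C. Growth read by BacTiter-Glo luminescence; rescue of toxicity appears as increased signal.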
SW480 rereplic: DNA re-replication induction in SW480 cells; SW480 DNA re-replication, Hoechst DNA content imaging, 48 h; Potency, µM (top dose mostly 46.1 µM), inactives show at the top dose re-replication activation, hits mostly activators; actives 1.8% (n = 340,000); AID 624297; further: % of control where 0% means no effect; nearly all actives have a fitted effect of over 55% in size
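Readout is total intensity of Hoechst-stained nuclei, excited at 405 nm and collected at 500-530 nm. Compound treatment lasted 48 hr at 37 C in 5% CO2 before staining.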
HEK293 tox: cytotoxic in the GLP-1 receptor inverse agonist counter-screen. HEK293 cAMP-luciferase reporter cells, luminescence, 24 h. Potency, µM (titrated, usually from 38.3 µM), inactives show at the top dose activity change, negative = inhibition, hits mostly inhibitors. actives 0.13% (n = 410,000). AID 624418;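 further: loss of luciferase light is scored as toxicity; on the % scale 0 is the no-effect control and ±100 the full control effect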
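Here, cytotoxicity is scored as loss of luminescence. The MLSMR collection was tested on cells seeded in medium containing 10% Nu serum, with a 24 hr compound exposure preceded by 12 hours of culture.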
KB-3-1 tox: kills parental KB-3-1 adenocarcinoma cells; actives 1.4% (n = 400,000); KB-3-1 viability, CellTiter-Glo ATP luminescence, 72 h; Potency, µM (series often up to 46.1 µM), for the others: at the top dose activity change, negative = cytotoxic, hits mostly cytotoxic; AID 1347075; further: on the % scale 0 is the no-effect control and ±100 the full control effect; nearly all actives have a fitted effect of over 60% in size
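Multi-concentration cytotoxicity screen in KB-3-1 cells grown in DMEM lacking phenol red with 10% FBS. After 72 h at 37 °C with compound, ATP-dependent luminescence was recorded.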
GLP1R ag: GLP-1 receptor (human) agonism | P43220 | HEK293 GLP-1R CRE-luciferase, luminescence, 4-6 h; cells express a hypersensitive GLP-1R form | Potency, µM (highest dose often 45.6 µM), for the others: at the highest dose activation, usual class: activators | actives 0.007% (n = 380,000); further: % of control where 0% means no effect
KB-V1 MDR tox: kills drug-selected multidrug resistant KB-V1 cells; AID 1347076; actives 3.4% (n = 400,000); Potency, µM (highest dose often 46.1 µM), without a hit: at the top dose activity change, negative = cytotoxicity, hits mostly cytotoxic; KB-V1 MDR cells viability, CellTiter-Glo, 72 h; further: on the % scale 0 is the no-effect control and ±100 the full control effect; nearly all actives have a fitted effect of over 60% in size
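Following 72 h at 37 degrees C with compound, KB-V1 cell viability was read by CellTiter-Glo luminescence, medium being phenol-red-free DMEM plus 10% FBS; concentration-response parameters came from normalized, curve-fitted qHTS data.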
HT1080 IDH1KD tx: toxicity to HT-1080 IDH1 knockdown cells (counter line) | actives 2% (n = 360,000) | AID 686971 | Potency, µM (titrated, usually from 46.1 µM), for the others: at the top dose activity, negative = toxicity, most hits filed as cytotoxic | HT-1080 IDH1 knockdown viability, ATP luminescence, 48 h;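 further: 0% = DMSO wells and -100% = cell-free medium wells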
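HT-1080-IDH1KD cells (IDH1 knocked down), 750/well in RPMI with 5% FBS, treated with compound 48 h at 37 degrees C. Viability by CellTiter-Glo luminescence, normalised to DMSO and no-cell wells; concentration-response curves classed.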
HT1080-NT tox: kills 2HG-producing HT-1080-NT fibrosarcoma cells; HT-1080-NT fibrosarcoma viability, CellTiter-Glo ATP luminescence, 48 h; Potency, µM (series often up to 46.1 µM), for inactives: top-dose activity, negative = less viability, usual class: cytotoxic; actives 1.6% (n = 360,000);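 further: NT is the 2HG producing partner of a matched IDH1 knockdown line; 0% = DMSO-treated cells and -100% = media-only wells without cells; nearly all actives have a fitted effect of over 55% in size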
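Read-out is CellTiter-Glo luminescence after 10 minutes at room temperature, following 48 hours' compound treatment of HT-1080-NT cells (750 cells/well, RPMI, 5% FBS, 37 degrees C).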
The depositor's hits bear a star; ? = inconclusive; · = no result given; & = joins results of further samples; [ ] = another dose, or the depositor's remark. The call rests on the fitted dose curve; in most records, active means well fitted curve in the direction sought with a large enough effect; inconclusive means small, poorly fitted or top-dose-only effect, or another doubt; inactive means no such curve, though single readings can be large; an effect the other way counts as inactive or inconclusive. Potency means the concentration at half of the fitted maximal effect.

no. | mol | TDP43 rescue | HEK293 tox | HT1080-NT tox | GLP-1R inv ag | KB-V1 MDR tox | GLP1R ag | KB-3-1 tox | SW480 rereplic | HT1080 IDH1KD tx
1 | COc1ccc(-c2cnc3c(NC=O)cc(-c4ccoc4)cn23)cc1OC | 0% | -16% | ? | -8% | ? | ? | ? | · | ?
2 | C=CCNC(=S)N/N=C/c1ccc(C)c([N+](=O)[O-])c1 | ? | 7.9µM* | -2% | ? | -17% | 18% | -8% | -697%[inhibitor] | -3%
3 | Cc1nc2c(-c3ccccc3)c(C)nn2c(C)c1CCC(=O)N1CCOCC1 | 0% | 0% | 2% | 4% | 0% | 11% | 17% | -3% | ?
4 | CC(C)Cn1c(N)c(C(=O)COC(=O)c2cc(C(F)(F)F)nc3ccccc23)c(=O)n(C)c1=O | ? | 2% | 2% | 12% | ? | -1% | -30% | 1% | -1%
5 | CCN(CC)S(=O)(=O)c1cccc(NC(=O)COC(=O)C2COc3ccccc3O2)c1 (configuration not stated) | 19% | -4% | 14% | 7% | 6% | -9% | 6% | 0% | 19%
6 | CC1(C)C2([N+](=O)[O-])CN3CC1([N+](=O)[O-])CN(C2)C31CCCC1 | -16% | 6% | -2% | 11% | 22% | -18% | -2% | 1% | -14%
7 | CCOC(=O)N=Nc1c(O)n(CC)c2ccccc12 | 0% | -28% | 8% | 2% | -5% | 5% | 7% | 4% | 6%
8 | COc1ccc(OC)c(S(=O)(=O)N2CCN(C(=O)c3ccco3)CC2)c1 | 6% | 1% | 19% | 1% | -14% | 0% | -8% | -3% | 5%
9 | O=C1[C@H]2[C@@H](c3ccc(Cl)cc3)N3C(=O)N(c4cccc(Br)c4)C(=O)[C@@]3(Cc3ccc(Cl)cc3)[C@H]2C(=O)N1C1CCCCC1 | -5% | 3% | 5% | ? | -12% | -4% | -5% | 2% | 0%
10 | CC(=O)Nc1ccccc1C(=O)N1CCc2ccccc21 | 6% | 9% | -1% | -1% | -11% | -11% | 1% | -1% | -4%[9.24 µM]
11 | CC(=O)OCC(OC(C)=O)C(OC(C)=O)C(OC(C)=O)C(=O)Nc1ccccc1C (configuration not stated) | -9% | 9% | 2% | 0% | 0% | -1% | -1% | ? | -2%
12 | CCCOc1ccc(-c2nc(C#N)c(N3CCc4ccccc4C3)o2)cc1 | -18% | 17% | 7% | 0% | 16µM* | 0% | -2% | -1% | -16%
13 | Cn1nc(C(C)(C)C)cc1NC(=O)C1(C)CCN1C(=O)CCc1ccccc1 (configuration not stated) | 16% | -1% | -1% | -4% | 3% | 12% | 0% | · | 0%
14 | c1ccc2c(c1)nc(CN1CCOCC1)n1c3ccccc3nc21 | -10% | -3% | -19% | 29% | 0% | 4% | -11% | 6% | -4%
15 | COc1ccc(NC(=O)Nc2ccc3c(c2)C(=O)N([C@@H](C)CO)C[C@@H](C)[C@@H](CN(C)CC2CCCCC2)O3)cc1 | 4% | -2% | -3% | ? | 13% | -6% | 6% | 2%[9.22 µM] | -19%
16 | CCOC(=O)c1cc(NC(=O)c2ccoc2C)cc(C(=O)OCC)c1 | -15% | -16% | 1% | 0% | -6% | 2% | -1% | 1% | -14%
17 | O=C(CSC(=S)N1CCCCC1)Nc1nc(-c2ccccc2)c(-c2ccccc2)o1 | -3% | -2% | 2% | -18% | 23µM* | -7% | -18% | 12% | 1%
18 | Cc1ccc(NC(=O)CN2C(=O)COc3ccc(S(=O)(=O)N4CCOCC4)cc32)cc1N(C)C | -12%&9% | 5%&-1% | -5% | ? | -20% | 4% | -2% | 1% | 2%
19 | CCN(CC)CCOC(=O)c1ccc(N/C=C(/C#N)c2nc(-c3ccc(OC)cc3)cs2)cc1 | -6% | 11% | -5% | -2% | -16% | 10% | -12% | ? | -13%
20 | Nc1nnc(CCCCCCCCCCc2nnc(N)s2)s1 | 9% | -12% | -13% | -21% | -20% | 9% | 0% | -4% | -5%
21 | Cc1ccc(NC(=O)CCc2nc(-c3ccccc3F)no2)c(C)c1 | 5% | 1% | · | 1% | -12% | · | -22% | · | ·
22 | CCN(CC)S(=O)(=O)c1cccc(NC(=O)C2CC(=O)N(c3ccc4c(c3)OCCO4)C2)c1 (configuration not stated) | -5% | -4% | 2% | ? | 6% | 18% | -2% | -506%[inhibitor] | -2%
23 | CCN(CC)c1ccc(S(=O)(=O)N2CCOCC2)cc1NC(=O)CN1CCc2ccccc2C1 | -23% | -4% | -11% | ? | ? | 10% | -18% | -23% | ?
24 | O=C(N/N=C\c1ccc(OC(=O)c2cccs2)cc1)c1ccc(Cl)cc1 | 4% | -21% | -1% | -26% | -17% | -25% | 2% | -9% | 12%
25 | COc1ccc(-c2cccc(-c3cc(=O)oc4cc(OC)c(OC)c(OC)c34)c2)cc1 | 12% | -7% | ? | ? | 23µM* | 4% | ? | ? | ?

Rewritten with two lines to a compound: 9 of the compounds above
Values run as follows: TDP43 rescue | HEK293 tox | HT1080-NT tox | GLP-1R inv ag | KB-V1 MDR tox | GLP1R ag | KB-3-1 tox | SW480 rereplic | HT1080 IDH1KD tx
(1) COc1ccc(-c2cnc3c(NC=O)cc(-c4ccoc4)cn23)cc1OC
  0% | -16% | ? | -8% | ? | ? | ? | · | ?
(2) C=CCNC(=S)N/N=C/c1ccc(C)c([N+](=O)[O-])c1
  ? | 7.9µM* | -2% | ? | -17% | 18% | -8% | -697%[inhibitor] | -3%
(3) Cc1nc2c(-c3ccccc3)c(C)nn2c(C)c1CCC(=O)N1CCOCC1
  0% | 0% | 2% | 4% | 0% | 11% | 17% | -3% | ?
(4) CC(C)Cn1c(N)c(C(=O)COC(=O)c2cc(C(F)(F)F)nc3ccccc23)c(=O)n(C)c1=O
  ? | 2% | 2% | 12% | ? | -1% | -30% | 1% | -1%
(5) CCN(CC)S(=O)(=O)c1cccc(NC(=O)COC(=O)C2COc3ccccc3O2)c1 (configuration not stated)
  19% | -4% | 14% | 7% | 6% | -9% | 6% | 0% | 19%
(6) CC1(C)C2([N+](=O)[O-])CN3CC1([N+](=O)[O-])CN(C2)C31CCCC1
  -16% | 6% | -2% | 11% | 22% | -18% | -2% | 1% | -14%
(7) CCOC(=O)N=Nc1c(O)n(CC)c2ccccc12
  0% | -28% | 8% | 2% | -5% | 5% | 7% | 4% | 6%
(8) COc1ccc(OC)c(S(=O)(=O)N2CCN(C(=O)c3ccco3)CC2)c1
  6% | 1% | 19% | 1% | -14% | 0% | -8% | -3% | 5%
(9) O=C1[C@H]2[C@@H](c3ccc(Cl)cc3)N3C(=O)N(c4cccc(Br)c4)C(=O)[C@@]3(Cc3ccc(Cl)cc3)[C@H]2C(=O)N1C1CCCCC1
  -5% | 3% | 5% | ? | -12% | -4% | -5% | 2% | 0%
